# influenza NS1A – NS1A inhibition, H1N1 influenza, cell based functional assay (AID 504329). NS1A functional cell-based assay, percent inhibition; higher % means a stronger effect. inhibition, % at 12.5 µM, or IC50 in µM where a hit was titrated. 340,000 compounds, 0.3% hits; in the data active = a potency from the dose series; inconclusive = inhibition above about 27% without an active follow-up result; note: strong numbers were not always called active
# H37Rv inhibition – M. tuberculosis growth inhibition, HTS (AID 449762); M. tuberculosis H37Rv growth inhibition, 7H9 media; higher % means a stronger effect; 330,000 compounds, 0.59% hits; inhibition, % at 25 µM, or IC50 in µM where a hit was titrated; in the data active = a potency from the dose series; inconclusive = inhibition above about 70% without an active follow-up result;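 note: bacterial growth assessed after seven days of incubation; strong numbers were not always called active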
# tuberculosis growth – growth inhibition of non-replicating M. tuberculosis (AID 488890); Mycobacterium tuberculosis non-replicating, growth inhibition; higher % means a stronger effect; inhibition, % at 25 µM, or IC50 in µM where a hit was titrated; 320,000 compounds, 0.39% hits; in the data active = a potency from the dose series; inconclusive = inhibition mostly from about 82% at the one dose, without a potency; inactive = the rest, 99 in 100 with inhibition below about 76%;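 note: plate controls were DMSO cells for no effect and high antibiotic wells for full effect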
# VEEV TC-83 Vero – inhibitors of VEEV TC-83 cytopathic effect, confirmation, Vero cells (AID 588727); Vero cells, VEEV TC-83 cytopathic effect inhibition; higher % means a stronger effect; one-dose inhibition, % at 20 µM; IC50 in µM for titrated hits; 350,000 compounds, 0.13% hits; in the data active = a potency from the dose series; inconclusive = inhibition mostly from about 14% at the one dose, without a potency; inactive = the rest, 99 in 100 with inhibition below about 12%; note: strong numbers were not always called active
# Salmonella PhoP GFP – PhoP regulon inhibitors, Salmonella typhi PhoP promoter GFP reporter, confirmatory (AID 1850); 310,000 compounds, 0.33% hits; one-dose inhibition, % at 50 µM; IC50 in µM for titrated hits; Salmonella Typhi PhoP-promoter GFP reporter, fluorescence, 4 h; higher % means a stronger effect; in the data active = a potency from the dose series; inconclusive = inhibition mostly from about 25% at the one dose, without a potency; inactive = the rest, 99 in 100 with inhibition below about 19%;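 note: 0% = induced wells with vehicle and 100% = uninduced wells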
# VEEV TC-83 Vero 10K pilot screen – further read-out of VEEV TC-83 Vero, marked with its call; inhibition, %; measured here: 10K pilot screen inhibition
# Starred values were filed as active, the others as inactive; i = inactive; ? = inconclusive; . = not tested or not shown. Random draw from the library (roughly 1.6% active in at least one column).
SMILES,influenza NS1A,H37Rv inhibition,tuberculosis growth,VEEV TC-83 Vero,Salmonella PhoP GFP,others
Cc1ccc2cc(CCNC(=O)C(C)(C)C)c(=O)[nH]c2c1,-1%,-5%,.,0.5%,.,
CCO[C@@H]1OC(C(=O)N2CCN(C)CC2)=C[C@H](c2ccc(C(F)(F)F)cc2)[C@H]1CCCO,11%,0%,8%,0.2%,-4%,
O=C(CCCC(=O)N(CC(=O)NC1CCCC1)c1cccc(F)c1)Nc1ccccn1,3%,12%,-27%,0.9%,0%,
COc1ccc(NC(=S)Nc2cccc(Cl)c2Cl)cc1OC,-11%,5%,?,0.4%,-2%,
COC(=O)N1CCc2c(sc(NC(=O)C3=COCCO3)c2C#N)C1,0%,1%,-11%,2.0%,-8%,
Cc1cccc(C)c1NC(=O)CNC(=O)c1ccc2c(c1)NC(=O)CS2,-21%,6%,-13%,3.5%,.,
NS(=O)(=O)c1ccc(CCNCC#Cc2ccccc2)cc1,-1%,9%,20%,4.3%,2%,
O=C(CCCNC(=O)c1ccc(Cl)cc1)Nc1cccc(S(=O)(=O)N2CCCCC2)c1,-8%,3%,35%,2.9%,.,
N#Cc1cc2c(nc1SCC(=O)Nc1cc(Cl)ccc1Cl)C1CCN2CC1,-6%,-7%,37%,i,-2%,
COC(=O)C1=C(c2ccc(S(C)(=O)=O)cc2)C[C@@H]2CC[C@H]1N2C(=O)N1CCOCC1,-11%,-1%,-3%,0.6%,-6%,
COc1cc(OC)c(N(C)S(=O)(=O)c2cccc(C(=O)Nc3nc(C)cs3)c2)cc1Cl,-4%,1%,49%,7.2%,.,
O=C(NCCOc1ccc(Cl)cc1)C1CC(=O)N(c2ccc(F)cc2)C1 (stereo unspecified),-9%,2%,4%,i,-9%,
CC(/C=N/N1C(=O)CSC1=S)=C\c1ccccc1,-2%,-5%,72%,1.0%,-1%,
CCOC(=O)c1cn(CC)c2ccc(Br)cc2c1=O,-2%,-2%,-10%,3.2%,2%,
Cn1c(CN2CCCC2)nc2cc(NC(=O)c3cccs3)ccc21,4%,0%,-1%,2.3%,6%,
Cc1ccc(CC(=O)Nc2nc3ccccc3[nH]2)cc1C,-9%,17%,24%,0.3%,-7%,
Cc1cc(=O)oc2cc(OCC(=O)OCC(=O)NCc3ccc4c(c3)OCO4)ccc12,12%,-2%,1%,6.8%,0%,
c1ccc(CN2CCN(c3ncnc4nc[nH]c34)CC2)cc1,26%,2%,.,7.6%,2%,
CN(c1ccc(OCC(=O)NC2=NCCS2)cc1)S(=O)(=O)c1ccc(F)cc1,5%,3%,15%,1.5%,-12%,
CC(=O)C1=C(C)Nc2cc(C(F)(F)F)ccc2S1,2%,1%,15%,0.9%,13%,
CCn1c2ccccc2c2cc(NC(=O)CNCc3ccccc3OC)ccc21,11%,?,35%,i,6%,
O=C(Nc1ccc(CN2CCCCC2)cc1)Nc1ccccc1Cl,3%,5%,14%,0.0%,-3%,
COc1ccc(NC(=O)CSCc2cc(=O)n3nc(C4CC4)sc3n2)cc1,3%,-7%,14%,0.2%,0%,
CN(CCc1ccccc1)C(=O)c1ccc(NC(=O)Cc2cccc(NC(=O)C3CCN(S(=O)(=O)c4cccc([N+](=O)[O-])c4)CC3)c2)cc1,-8%,.,.,i,.,
CS(=O)(=O)n1nc(OC(=O)c2cccs2)cc1N,-11%,-9%,-29%,0.2%,3%,
CCCCOc1ccc(C(=O)NCCc2cccs2)cc1,-3%,3%,52%,0.2%,6%,
COC(=O)c1scc2c(Oc3ccccc3)cc(C(F)(F)F)nc12,.,5%,11%,.,-13%,
O=C(CN(Cc1ccco1)C(=O)CNS(=O)(=O)c1ccccc1)NCc1ccc(F)cc1,-6%,-5%,5%,3.4%,3%,
CCOc1ccc(N(C(=O)C2CCCO2)C2C=CS(=O)(=O)C2)cc1 (stereo unspecified),-4%,-15%,-9%,1.0%,-5%,
COc1ccc(NC(=O)Nc2ccc3oc(C)nc3c2)cc1,12%,3%,33%,1.0%,-1%,
O=C(Nc1c2c(nn1-c1ccccc1)CS(=O)(=O)C2)c1ccco1,-9%,-23%,-12%,i,-2%,
Cc1ccc(C(=O)Nc2ccc3nc(C)sc3c2)s1,4%,?,?,7.8%,-3%,
CC(C)(C)C(=O)Nc1ccccc1C(=O)NCCC(=O)Nc1ccccc1,-2%,-9%,2%,1.0%,6%,
C=CCn1c(SCC(=O)Nc2ccc3c(c2)OCCO3)nc2cc(C(=O)O)ccc2c1=O,-4%,-4%,18%,2.4%,.,
CC(=O)c1ccc(N2C(=O)CC(N3CCN(S(=O)(=O)c4cc(C)ccc4C)CC3)C2=O)cc1 (stereo unspecified),-23%,-3%,-6%,1.8%,.,
Cc1sc(NC(=O)c2ccco2)c(C(c2ccncc2)N2CCOCC2)c1C (stereo unspecified),-3%,5%,25%,0.8%,-20%,
C=CCOC(=O)C1=C(C)Nc2ncnn2C1c1cccs1 (stereo unspecified),20%,-2%,29%,4.0%,13%,
COc1ccc(CNC(=O)c2csc(Cc3ccc(OC)cc3)n2)cc1,-9%,1%,57%,4.3%,10%,
COc1ccc(OCC(O)Cn2c(Br)nc3c2c(=O)[nH]c(=O)n3C)cc1 (stereo unspecified),-13%,-4%,1%,1.3%,-9%,
COc1ccc(S(=O)(=O)Nc2ccc(S(=O)(=O)NCC3CCCO3)cc2)cc1 (stereo unspecified),-2%,5%,0%,0.5%,8%,
CC(=O)Nc1ccc(NC(=O)c2ccc(NS(=O)(=O)c3cc(C(C)(C)C)ccc3C)cc2)cc1,3%,2%,5%,0.8%,-12%,
CCOC(=O)c1c(C)n(Cc2ccccc2)c2ccc(O)cc12,7%,28%,15%,6.2%,-3%,
CC(OC(=O)COc1ccc(C#N)cc1)C(=O)c1ccccc1 (stereo unspecified),-3%,-11%,-16%,0.2%,.,
COC(=O)c1cc(NS(=O)(=O)c2cccs2)cc(NS(=O)(=O)c2cccs2)c1,-14%,.,.,4.0%,.,
CC(=O)Nc1ccc(C(=O)CSc2nnc(-c3ccccc3F)n2CCc2ccccc2)cc1,-14%,.,.,2.8%,.,
COc1ccc(Cn2nnc(C(=O)Nc3ccc4c(c3)OCCO4)c2N)cc1Br,-11%,-4%,-8%,i,-8%,
CCCC(=O)n1nc(-c2ccco2)nc1N,-2%,-3%,-8%,i,-6%,
CC(C)(C)NC(=O)C(c1ccc(F)cc1)N(Cc1ccco1)C(=O)CCC(=O)Nc1nccs1 (stereo unspecified),4%,4%,-14%,0.5%,5%,
CCCC(=O)Nc1cccc(S(=O)(=O)N(C)c2ccccc2)c1,-6%,-4%,10%,0.7%,-1%,
C/C(=C\C(=O)c1ccc(Br)cc1)NCc1ccc(C)cc1,-2%,-8%,53%,1.9%,-5%,
# Following part:
SMILES,influenza NS1A,H37Rv inhibition,tuberculosis growth,VEEV TC-83 Vero,Salmonella PhoP GFP,others
COc1cc(NC(=O)c2cccs2)c(OC)cc1NC(=O)Cc1ccccc1,6%,?,7%,13%,-1%,
O=C1/C(=C/c2ccc([N+](=O)[O-])cc2)C=C(c2ccccc2)N1c1ccccc1,16%,11%,19%,i,-13%,
CC1(C)c2[nH]c3ccccc3c2C[C@H]2C(=O)N(CCCO)CC(=O)N21,-5%,-3%,-19%,0.9%,-5%,
Cc1ccc(C(=O)COC(=O)CCCC(=O)NC2CCCCC2)cc1[N+](=O)[O-],-3%,-1%,9%,1.3%,-12%,
CC(C)(C)C(=O)O/N=C1/C(=O)N(c2ccccc2)c2ccccc21,-10%,5%,0%,?,9%,
COc1ccc(CNC(=O)CC(C)CC2=NS(=O)(=O)c3ccccc3N2)cc1 (stereo unspecified),7%,-8%,14%,0.4%,-24%,
COc1ccc(-n2c(Cc3cc(=O)[nH]c(=O)[nH]3)nnc2SCc2ccccc2)cc1,6%,-9%,-3%,0.3%,-12%,
Cc1ccc(Cl)cc1NC(=O)CN1C(=O)COc2ccc(S(=O)(=O)N3CCOCC3)cc21,-3%,2%,-3%,i,-3%,
Cc1ccc(C)n1NC(=O)c1ccccc1Cl,-2%,1%,1%,2.2%,2%,
Cc1nc([N+](=O)[O-])cn1-c1ccc(N)cc1,1%,3%,8%,0.7%,7%,
O=C(CCNC(=O)c1ccc(Br)cc1)NCc1ccco1,-3%,0%,.,0.2%,-3%,
CN(C)CCCNC(=O)N1c2ccccc2Sc2ccccc21,-20%,7%,7%,i,-2%,
O=C(NNCC(O)COc1ccccc1)c1ccccc1 (stereo unspecified),-16%,-10%,-5%,0.5%,-7%,VEEV TC-83 Vero 10K pilot screen=0.4
Cc1nn(C(=O)c2cccnc2)c(C)c1C,-10%,6%,3%,i,18%,
COC(=O)c1cn(C(=O)OC)c2ccccc12,7%,-3%,-5%,1.9%,-11%,VEEV TC-83 Vero 10K pilot screen=1.4
O=C(NC1CCCCC1)NC1CC2CCCC(C1)N2C1CCCC1 (stereo unspecified),-6%,-6%,-4%,i,-4%,
CN(C)CCOc1ccccc1C(C)(C)C,-3%,2%,7%,i,2%,
Cc1nnc(NC(=O)Nc2cccc(Cl)c2)s1,-3%,11%,28%,3.4%,-9%,
CCc1nnc(NC(=O)CN2CCN(CC)CC2)s1,-3%,-4%,-7%,i,-8%,
O=C(O)c1ccc(NS(=O)(=O)c2cc(C(=O)O)ccc2Br)cc1,-14%,8%,2%,i,-5%,

# Five compounds picked at random from the list so far, as already listed:
SMILES,influenza NS1A,H37Rv inhibition,tuberculosis growth,VEEV TC-83 Vero,Salmonella PhoP GFP,others
O=C(NNCC(O)COc1ccccc1)c1ccccc1 (stereo unspecified),-16%,-10%,-5%,0.5%,-7%,VEEV TC-83 Vero 10K pilot screen=0.4
CN(C)CCOc1ccccc1C(C)(C)C,-3%,2%,7%,i,2%,
Cc1nn(C(=O)c2cccnc2)c(C)c1C,-10%,6%,3%,i,18%,
O=C(O)c1ccc(NS(=O)(=O)c2cc(C(=O)O)ccc2Br)cc1,-14%,8%,2%,i,-5%,
COC(=O)c1cn(C(=O)OC)c2ccccc12,7%,-3%,-5%,1.9%,-11%,VEEV TC-83 Vero 10K pilot screen=1.4

# The list goes on.
SMILES,influenza NS1A,H37Rv inhibition,tuberculosis growth,VEEV TC-83 Vero,Salmonella PhoP GFP,others
CCOC(=O)COc1cc(OCC(=O)OCC)c2c(=O)cc(-c3ccccc3)oc2c1,-8%,?,?,1.9%,-9%,
O=C(NCc1ccccc1Cl)C1CCCN(S(=O)(=O)c2cnc[nH]2)C1 (stereo unspecified),5%,-1%,.,i,-10%,
Cn1ccnc1CC(O)(c1ccccc1)c1ccccc1,-4%,-2%,2%,i,-2%,
O=C(NC(Cc1ccccc1)C(=O)O)OCC1c2ccccc2-c2ccccc21 (stereo unspecified),-2%,-10%,-5%,1.4%,6%,
Cc1ccc(C)c(NC(=O)C(c2ccccc2)N2CCOCC2)c1 (stereo unspecified),2%,-2%,-7%,i,-2%,
CCOC(=O)CSc1n[nH]c(-c2ccco2)n1,1%,0%,9%,0.4%,-3%,
CCCN1C2CCCC1CC(NC(=O)c1ccc(OC)cc1)C2 (stereo unspecified),-6%,1%,5%,0.3%,-1%,
O=C(CN1C(=O)COc2ccccc21)N1CCN(c2ccccc2F)CC1,7%,-1%,1%,0.1%,6%,
CC(C(=O)Nc1cccnc1)n1cc([N+](=O)[O-])cn1 (stereo unspecified),-2%,1%,-5%,i,4%,
CCCCOc1ccc(CN2CCC(O)CC2)cc1,7%,-8%,-3%,4.3%,28%,
COc1ccc(Br)cc1S(=O)(=O)n1c([N+](=O)[O-])cnc1C,-6%,-3%,20%,0.9%,-1%,
CCOc1ccc(-c2noc(CCCC(=O)NC3CCCCC3)n2)cc1OC,-6%,2%,20%,2.1%,-9%,
COc1ccc(CC2NCCC3=CC(=O)CCC32)cc1O (stereo unspecified),1%,-3%,22%,0.2%,6%,VEEV TC-83 Vero 10K pilot screen=0.6
NC(=O)[C@@H]1CCCNc2c(F)cc([N+](=O)[O-])cc2C(=O)N[C@@H](CCC(=O)O)C(=O)N[C@@H](CO)C(=O)N1,2%,-6%,-3%,0.8%,-6%,
COc1ccc(NC(=O)C(=O)c2cn(CC(=O)N3CCOCC3)c3ccccc23)cc1OC,3%,3%,3%,12%,-3%,
Cc1nc2ccccn2c1C(=O)NNC(=S)Nc1ccccc1,11%,1%,57%,2.7%,3%,
Cc1cc(C(=O)CN2C(=O)NC(C)(c3ccccc3)C2=O)c(C)n1CC1CCCO1 (stereo unspecified),-3%,-9%,10%,0.3%,-1%,
